S100A4 MyoIIA: blocks human S100A4 binding to myosin IIA peptide; S100A4/TAMRA-MyoIIA peptide fluorescence polarization; inhibition, % at 10.7 µM; 360,000 tested, 0.14% active; AID 652163;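 active = mean inhibition of at least 70% across replicates, with every replicate also reaching that level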
Target sequence (P26447 whole entry, looked up): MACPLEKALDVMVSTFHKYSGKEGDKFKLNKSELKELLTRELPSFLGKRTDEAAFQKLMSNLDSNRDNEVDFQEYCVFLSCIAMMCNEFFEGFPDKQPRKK
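System – human S100A4 monomer protein, biochemical binding assay · Buffer or medium – Calcium-containing HEPES buffer, pH 7.2 · Timing – 5 min between mix addition and reading · Also added – TAMRA-labelled myosin IIA heavy-chain peptide probe, 5 nM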
esBAF inh: inhibitors of esBAF chromatin remodeling in mouse ES cells; Bmi1-luciferase knock-in reporter, 24 h; 100% = twice the neutral-well signal; reporter increase, % at 12.5 µM; 350,000 tested, 2% active; AID 602393; in the data active = activation above about 40%;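 also: 0% = median of the plate's neutral control wells and 100% = double that signal; a rise in the Bmi1 reporter signal indicates esBAF inhibition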
FN deposition inh: fibronectin deposition inhibition. 350,000 tested, 0.086% active. AH1F fibroblasts, Alexa488-fibronectin deposition fluorescence, overnight. AID 743247. inhibition, % at 12.6 µM;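 active = mean inhibition across replicates of 30% or more, regardless of how many single replicates reach that level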;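 also: positive control wells lacked labelled fibronectin entirely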
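Measured by – fluorescence 485/525 nm · System – AH1F fibroblast monolayer, labelled fibronectin deposition · Amount – 10000 cells per well · Buffer or medium – serum-reduced DMEM (2% serum) · Doses – single dose, pinned · Also added – fluorescent fibronectin at 24 nM final · Schedule – 1 h cell attachment, overnight exposure to compound and label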
E-sel inducer: induces E-selectin expression in human endothelial cells; P16581; HUVEC E-selectin immunofluorescence imaging; normalized: neutral wells 0, TNF-alpha wells 100; activation, % at 7.58 µM; 260,000 tested, 0.37% active; AID 686992;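 active = mean E-selectin-positive cell signal at least 10% of the positive control, reached in at least 60% of replicates, without over 20% cell loss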;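 also: in these data hits start at about 27%; measured in HUVEC primary endothelial cells; signal is the percent of cells scored E-selectin positive by PE staining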
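assay system = HUVEC, human umbilical vein endothelial cells | input = 3,000 HUVEC seeded per well | medium = EGM-2 growth medium on 0.1% gelatin-coated wells | dosing = one compound dose added by pin transfer | signal = immunofluorescence imaging | read-out basis = % PE-positive cells | control set = TNF-alpha, DMSO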
XiGFP reactiv: activators of X-chromosome reactivation in mouse fibroblasts; XiGFP mouse fibroblasts, % GFP-positive cells imaging, 3 d; cells co-treated with 5-aza-dC sensitizer; scaled so ellipticine positive control = 100%; activation, % at 7.58 µM; 360,000 tested, 0.055% active; AID 743238;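 active = mean normalized replicate activation at least 10% and every replicate at or above 10%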;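 also: 0% = median of on-plate neutral control wells and 100% = ellipticine 6 µM median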
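System: SV40-immortalized XiGFP fibroblast cells, line 68-5-11 / Incubation: 3-day compound exposure, then 15 min fixation at room temperature / Compound: single concentration per compound, delivered by pin transfer / Buffer or medium: DMEM plus 5-aza-dC sensitizer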
RAD54 branch: inhibitors of human RAD54 branch migration. RAD54 Holliday junction branch migration, FAM/BHQ fluorescence. inhibition, % at 10.4 µM. 360,000 tested, 0.14% active;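 active = mean normalized replicate activity at least 40 and at least half of replicates scoring 40 or more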;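 also: 0% = median of neutral control wells and 100% = median of positive control wells; inhibitors cause a drop in the FAM fluorescence signal; in these data hits start at about 50%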
EWS-Fli block: inhibitors of EWS/Fli oncoprotein transcriptional activity. AID 651661. A673 NR0B1-luciferase reporter, viability-normalised. 350,000 tested, 0.67% active. inhibition, % at 12.6 µM;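 active = mean inhibition of at least 50% after viability correction, with every replicate also passing that limit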;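 also: firefly luciferase signal divided by Alamar Blue viability fluorescence both relative to DMSO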
RAD52 inh: inhibitors of human RAD52 DNA annealing | inhibition, % at 18.7 µM | 360,000 tested, 0.46% active | P43351 | recombinant RAD52 DNA annealing, FRET fluorescence;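 active = every replicate showing at least 50% inhibition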
Target sequence (P43351 whole entry, looked up): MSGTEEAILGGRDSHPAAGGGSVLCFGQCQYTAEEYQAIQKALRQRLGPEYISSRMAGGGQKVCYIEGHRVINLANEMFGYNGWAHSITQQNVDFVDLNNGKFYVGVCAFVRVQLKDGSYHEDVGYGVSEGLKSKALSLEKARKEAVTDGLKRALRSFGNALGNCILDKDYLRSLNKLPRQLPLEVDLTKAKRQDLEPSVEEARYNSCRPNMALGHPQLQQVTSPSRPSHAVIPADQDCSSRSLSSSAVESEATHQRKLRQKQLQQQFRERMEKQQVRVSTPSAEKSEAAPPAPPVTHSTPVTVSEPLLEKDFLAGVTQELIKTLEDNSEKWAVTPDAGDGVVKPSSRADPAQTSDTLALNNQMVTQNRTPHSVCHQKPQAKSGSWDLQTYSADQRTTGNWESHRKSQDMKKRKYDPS
An asterisk follows results filed as active; . = no result given.

SMILES | S100A4 MyoIIA | esBAF inh | FN deposition inh | E-sel inducer | XiGFP reactiv | RAD54 branch | EWS-Fli block | RAD52 inh
CC(C)NC(=O)C1CCN(C2CCN(Cc3nc4ccccc4s3)CC2)CC1 | 4 | . | -10 | 2.7 | -0.3 | . | 8 | -4
Cc1noc(C)c1S(=O)(=O)N(C)C[C@H]1Oc2c(NS(C)(=O)=O)cccc2C(=O)N([C@@H](C)CO)C[C@H]1C | 1 | 0 | . | -8.7 | 0.0 | 1 | -4 | 21
COc1ccccc1-c1ccc2c(c1)O[C@H](CN(C)C(=O)c1cccnc1)[C@H](C)CN([C@H](C)CO)S2(=O)=O | 9 | -10 | . | -0.1 | -1.1 | 0 | 6 | -8
O=C(c1ccccn1)N1CC(=O)N2[C@H](CO)[C@@H](c3ccc(-c4cccc(F)c4)cc3)[C@H]2C1 | 4 | . | . | 0.4 | 0.6 | . | 10 | -7
C[C@H]1CN([C@@H](C)CO)C(=O)c2cc(C3=CCCCC3)cnc2O[C@H]1CN(C)C(=O)CN1CCOCC1 | 4 | 1 | . | -0.3 | 0.0 | 4 | -12 | 1
O=C(NCc1ccc(Cl)cc1)c1ccc2nc[nH]c2c1 | -4 | 1 | 7 | . | 0.0 | . | 8 | -9
C[C@@H]1CN([C@@H](C)CO)C(=O)Cc2cc(NC(=O)Cc3cn(C)c4ccccc34)ccc2O[C@@H]1CN(C)C(=O)Nc1ccc2c(c1)OCO2 | -55 | 6 | . | -7.1 | -0.8 | -1 | -48 | 17
O=C1Nc2ccc(S(=O)(=O)N3CCCCCC3)c3cccc1c23 | -1 | 10 | -11 | 0.2 | 0.2 | 5 | 9 | -26
COc1ccccc1NC(=O)/C(=C/c1cccc([N+](=O)[O-])c1)c1ccccc1 | . | -8 | 9 | . | 0.0 | -3 | . | .
CC(=O)NC[C@H]1[C@@H](c2ccc(C#CC(C)(C)O)cc2)[C@@H](CO)N1C(=O)CC1CC1 | -12 | . | -15 | 0.1 | 0.1 | . | 5 | -12
CCN1CCN(CCOc2cccc(Cl)c2Cl)CC1 | 2 | . | -6 | 2.3 | -0.1 | . | 3 | -6
C[C@@H]1CN([C@@H](C)CO)C(=O)c2cc(NC(=O)CCCCCC(=O)Nc3ccccc3N)ccc2O[C@H]1CN(C)S(=O)(=O)c1ccc(Cl)cc1 | -11 | . | . | 0.6 | -0.9 | . | 29 | -18
Cc1ccccc1N1C(=O)CC(N2CCC(C(N)=O)CC2)C1=O (configuration not stated) | -7 | -6 | . | . | . | -1 | -2 | -15
C[C@@H]1CN([C@@H](C)CO)C(=O)c2cc(NC(=O)NC3CCCCC3)ccc2O[C@@H](C)CCCCO[C@@H]1CN(C)S(=O)(=O)c1ccc(Cl)cc1 | 1 | -1 | . | -0.2 | -0.8 | 2 | -9 | -8
COC(=O)C[C@H]1C=C[C@@H](NC(=O)Nc2cccc(OC)c2)[C@@H](CO)O1 | 2 | . | -2 | 0.0 | -0.1 | . | -7 | 7
COC(=O)c1c(NC(=O)C2CC=CCC2C(=O)O)sc2c1CCCCC2 (configuration not stated) | 3 | -2 | . | -0.3 | 0.0 | -3 | 15 | -22
C[C@@H]1CN([C@@H](C)CO)C(=O)c2cc(C#CCN(C)C)cnc2O[C@H]1CN(C)Cc1ccccc1F | 2 | 3 | -32 | -0.2 | -0.6 | -9 | 10 | 3
CCOc1ccc(NS(=O)(=O)c2cc3c4c(c2)C(C)C(=O)N4CCC3)cc1 (configuration not stated) | -4 | -1 | -9 | . | 0.3 | -5 | 6 | -4
Cc1ccc(OCCC(=O)OCC(=O)N2c3ccccc3NC(=O)C2(C)C)cc1 | -3 | . | -6 | -0.5 | -0.2 | . | 2 | -26
COc1ccc(CCNC(=O)c2csc3c2CCCC3)cc1OC | 0 | 2 | 3 | -0.2 | 0.1 | -11 | -5 | -3

Part of the list above, with two lines to a compound.
Values run as follows: S100A4 MyoIIA, esBAF inh, FN deposition inh, E-sel inducer, XiGFP reactiv, RAD54 branch, EWS-Fli block, RAD52 inh
C[C@H]1CN([C@@H](C)CO)C(=O)c2cc(C3=CCCCC3)cnc2O[C@H]1CN(C)C(=O)CN1CCOCC1
→ 4, 1, ., -0.3, 0.0, 4, -12, 1
O=C(NCc1ccc(Cl)cc1)c1ccc2nc[nH]c2c1
→ -4, 1, 7, ., 0.0, ., 8, -9
C[C@@H]1CN([C@@H](C)CO)C(=O)Cc2cc(NC(=O)Cc3cn(C)c4ccccc34)ccc2O[C@@H]1CN(C)C(=O)Nc1ccc2c(c1)OCO2
→ -55, 6, ., -7.1, -0.8, -1, -48, 17
O=C1Nc2ccc(S(=O)(=O)N3CCCCCC3)c3cccc1c23
→ -1, 10, -11, 0.2, 0.2, 5, 9, -26
COc1ccccc1NC(=O)/C(=C/c1cccc([N+](=O)[O-])c1)c1ccccc1
→ ., -8, 9, ., 0.0, -3, ., .
CC(=O)NC[C@H]1[C@@H](c2ccc(C#CC(C)(C)O)cc2)[C@@H](CO)N1C(=O)CC1CC1
→ -12, ., -15, 0.1, 0.1, ., 5, -12
CCN1CCN(CCOc2cccc(Cl)c2Cl)CC1
→ 2, ., -6, 2.3, -0.1, ., 3, -6
C[C@@H]1CN([C@@H](C)CO)C(=O)c2cc(NC(=O)CCCCCC(=O)Nc3ccccc3N)ccc2O[C@H]1CN(C)S(=O)(=O)c1ccc(Cl)cc1
→ -11, ., ., 0.6, -0.9, ., 29, -18
Cc1ccccc1N1C(=O)CC(N2CCC(C(N)=O)CC2)C1=O (configuration not stated)
→ -7, -6, ., ., ., -1, -2, -15
C[C@@H]1CN([C@@H](C)CO)C(=O)c2cc(NC(=O)NC3CCCCC3)ccc2O[C@@H](C)CCCCO[C@@H]1CN(C)S(=O)(=O)c1ccc(Cl)cc1
→ 1, -1, ., -0.2, -0.8, 2, -9, -8

Additional results follow.
SMILES | S100A4 MyoIIA | esBAF inh | FN deposition inh | E-sel inducer | XiGFP reactiv | RAD54 branch | EWS-Fli block | RAD52 inh
CCCCCCCN1CCC(=O)N([C@H](CO)Cc2ccccc2)CC1 | -6 | -1 | -1 | 0.0 | 0.0 | -5 | -2 | -5
NC(Cc1ccc(C(F)(F)F)cc1)c1csc(NC(=O)Nc2ccccc2Cc2ccccc2)n1 (configuration not stated) | -3 | 4 | -13 | -0.3 | -0.1 | -11 | 56* | -9
COCOCCn1cc(CN2CCS(=O)(=O)N(Cc3ccc(-c4ccc(F)cc4)cc3)C(CC(C)C)C2=O)nn1 (configuration not stated) | 0 | 14 | -3 | -0.2 | 0.0 | 4 | 14 | -19
COc1ccc(-c2nc3c4ccccc4ccn3c2Cc2ccc(C)cc2)cc1OC | 0 | 5 | -2 | -0.1 | -0.1 | 0 | -26 | -20
CC(=O)N(C)C[C@H]1Oc2ncc(C#C[C@H](C)O)cc2C(=O)N([C@@H](C)CO)C[C@H]1C | -10 | 4 | 12 | 0.3 | -0.8 | -4 | -11 | 8
N#Cc1cccc(-c2ccc([C@H]3[C@@H](CO)N4CCCCN(C(=O)Nc5ccccc5)C[C@@H]34)cc2)c1 | -9 | . | . | -0.4 | 0.1 | -1 | 10 | -26
Cc1noc(C)c1NC(=O)N(C)C[C@H]1Oc2c(NS(C)(=O)=O)cccc2C(=O)N([C@H](C)CO)C[C@@H]1C | 9 | -2 | . | . | 0.0 | -2 | 4 | 13
COc1ccc(S(=O)(=O)NCCc2nnc3ccc(SCc4cccnc4)nn23)cc1 | 4 | . | . | . | 0.1 | . | 7 | -13
CCCNC(=O)N(C)C[C@H]1Oc2ncc(-c3cccc(C#N)c3)cc2C(=O)N([C@@H](C)CO)C[C@@H]1C | 13 | 2 | . | 0.6 | 0.2 | -5 | -7 | -3
CCn1nc(C)c(CNC(=O)c2cc(COc3ccc(C)nc3)on2)c1C | 0 | -1 | -4 | . | 0.2 | -3 | 4 | -6
C[C@H](O)C#Cc1cnc2c(c1)C(=O)N([C@@H](C)CO)C[C@@H](C)[C@@H](CN(C)C(=O)c1ccc(F)cc1)O2 | -7 | -1 | . | -0.1 | -0.1 | 0 | -8 | 5
O=C(OCN1C(=O)c2ccccc2C1=O)c1ccc(Cl)nc1 | 12 | -5 | 3 | . | -0.1 | -1 | 4 | -1
COc1ccc(-c2cc(C3CCN(Cc4ccc([N+](=O)[O-])cc4)CC3)[nH]n2)cc1 | -6 | . | 4 | . | 0.0 | . | 2 | -3
C[C@H]1CN([C@@H](C)CO)C(=O)c2cc(C#CC3(O)CCCC3)cnc2O[C@@H]1CN(C)C(=O)C1CCC1 | 7 | 5 | . | 3.0 | -1.0 | -6 | 5 | -6
CCCn1c(SCC(=O)N(C)C2CCCCC2)n[nH]c1=O | -1 | -3 | -2 | -0.1 | -0.1 | 0 | -6 | -19
CCOC(=O)CN[C@H]1CCC2C3CC=C4C[C@@H](O)CC[C@]4(C)C3CC[C@@]21C (some centres not stated) | -8 | . | 2 | 2.5 | -0.1 | . | -8 | -6
CSc1nc2cc(Oc3cccc(Cl)c3Cl)c(Cl)cc2[nH]1 | -3 | -4 | 17 | 0.4 | 0.1 | -1 | 1 | -13
O=C(CCc1nnc(CCCCc2ccccc2)o1)N1CCC(N2CCCC2)CC1 | -1 | 15 | -4 | 0.2 | 0.3 | 3 | 8 | 4
COC(=O)/C=C1\SC(=Nc2ccc(OC)cc2)NC1=O | -3 | . | 6 | 0.1 | -0.7 | . | 4 | -15
CNC[C@@H]1Oc2ncc(C3=CCCCC3)cc2C(=O)N([C@@H](C)CO)C[C@@H]1C | 20 | -26 | . | . | 0.0 | -6 | 9 | -14
Cc1ccccc1S(=O)(=O)NC(=O)C1(C)CCN1C(=O)c1ccccc1CCc1ccccc1 (configuration not stated) | 1 | 3 | 11 | 0.1 | 0.1 | 8 | 5 | 1
[O-][n+]1cccc2c(Br)cc(Br)c(O)c21 | -8 | -3 | -17 | . | 0.1 | -9 | -6 | -4
CC(C)NC(=O)N(C)C[C@H]1Oc2cc(C3=CCCCC3)ccc2S(=O)(=O)N([C@@H](C)CO)C[C@@H]1C | 5 | 8 | -5 | 14 | 0.1 | -3 | -5 | 9
Cc1ccc(S(=O)(=O)N(C)C[C@@H]2OCCCC[C@@H](C)Oc3ccc(NC(=O)C4CCCCC4)cc3C(=O)N([C@H](C)CO)C[C@H]2C)cc1 | . | -3 | . | 2.4 | 0.1 | 7 | 17 | .
CC(C)Oc1ccc(C(=O)NCC(=O)O)cc1 | 0 | -1 | 6 | . | -0.1 | . | 9 | 2
COCC1OS(=O)(=O)NC(CC(=O)SC(C)(C)C)C1C (configuration not stated) | -1 | -3 | -2 | . | 0.1 | -3 | -10 | -9
C[C@@H]1CN([C@@H](C)CO)C(=O)Cc2cc(NC(=O)Nc3ccc4c(c3)OCO4)ccc2O[C@@H]1CN(C)CC1CC1 | 0 | 0 | . | -17 | 0.5 | -5 | -4 | 17
CCS(=O)(=O)c1ccc2oc(Nc3ccccc3Br)nc2c1 | -2 | . | -2 | . | 0.0 | -3 | -102 | -15
CC(C)CNC(=O)c1c(F)c(F)c(F)c(F)c1F | -2 | -5 | 20 | 2.2 | 0.0 | 3 | 6 | 2
CC1(C(=O)NCc2ccccc2)CSCC(=O)N1Cc1cccc(F)c1 (configuration not stated) | -2 | . | 3 | -0.3 | 0.0 | . | 3 | -5
